PME-1 primary = PME-1 (human) inhibition. recombinant PME-1, FP-Rh probe fluorescence polarization. inhibition, % at 5.9 µM. hit rate 0.53% among 320,000. AID 2130;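 active means inhibition above the campaign mean of all compounds plus 3 SD, cut at about 26% in these data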;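 further: competitive labeling of PME-1 active site by serine hydrolase directed probe; 0% = PME-1 with DMSO and 100% = wells lacking PME-1 enzyme; inhibitors block probe labeling so polarization falls and inhibition rises; many of its hits are not listed in these tables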
Target sequence (Q9Y570 whole entry, looked up): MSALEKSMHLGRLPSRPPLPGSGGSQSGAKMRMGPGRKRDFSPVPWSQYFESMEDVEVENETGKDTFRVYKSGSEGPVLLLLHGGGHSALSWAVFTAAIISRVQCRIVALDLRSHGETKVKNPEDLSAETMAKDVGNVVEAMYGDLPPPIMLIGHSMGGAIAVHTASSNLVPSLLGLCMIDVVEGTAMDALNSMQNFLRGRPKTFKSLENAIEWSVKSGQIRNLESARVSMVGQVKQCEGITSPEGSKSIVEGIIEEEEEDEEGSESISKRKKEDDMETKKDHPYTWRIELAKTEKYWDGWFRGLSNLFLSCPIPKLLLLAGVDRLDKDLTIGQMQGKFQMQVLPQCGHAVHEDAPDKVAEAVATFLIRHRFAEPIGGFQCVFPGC
VLA-4 inh = inhibition in a human VLA-4 binding assay | VLA-4 expressing cells, ligand binding flow cytometry | inhibition, % (about 7 µM as worked out from the volumes in the protocol) | hit rate 0.2% among 330,000 | P13612 | AID 2557; in the data active means inhibition above about 50%
GRK2 aptamer HTS = inhibitors of human GRK2 displacing RNA aptamer. AID 488847. P25098. inhibition of aptamer binding, % at 10 µM. bead flow cytometry, FAM-aptamer displacement from GRK2. hit rate 0.59% among 330,000;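 active means inhibition of aptamer binding above 40%, roughly 3 SD of noise, on plates passing a quality check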;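 further: median bead fluorescence of bound FAM aptamer so fluorescent compounds give negative values; no value below 0 was filed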
Bcl-xL primary = Bcl-xL (human) inhibition. GST-Bcl-xL / FITC-Bim BH3 peptide fluorescence polarization. Q07817. hit rate 0.7% among 320,000. inhibition, % at 10.9 µM. AID 2129;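 active means inhibition above the mean of all tested compounds plus 3 SD, cutoff set per campaign, cut at about 30% in these data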;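 further: 0% = DMSO wells and 100% = unlabeled Bim-BH3 peptide competitor; inhibitors lower millipolarization by displacing the labeled peptide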
MCL1-BIM inh = inhibitors of human MCL1 binding to BIM-BH3 peptide. Q07820. GST-MCL1 / FITC-Bim-BH3 fluorescence polarization. inhibition, % at 10.9 µM. hit rate 0.68% among 320,000. AID 2057;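 active means inhibition above the mean inhibition of all tested compounds plus 3 SD, set per campaign, cut at about 40% in these data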;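 further: 0% = DMSO wells and 100% = unlabeled Bim-BH3 peptide control; higher means more loss of mP so more displacement of Bim peptide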
Fam108B inh = Fam108B inhibition, counter-screen for RBBP9 inhibitors. recombinant Fam108B, FP-Rh probe fluorescence polarization. inhibition, % at 9.51 µM. hit rate 0.33% among 300,000;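 active means inhibition above the screen mean inhibition plus 3 SD, computed separately per campaign, cut at about 18% in these data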;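 further: inhibitors lower polarization as less probe binds the enzyme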
MEX-5 binding = C. elegans MEX-5 TCR-2 RNA binding activity. AID 1832. Q9XUB2. hit rate 0.38% among 300,000. activity score (negative = inhibition of binding), % at 10 µM. MEX-5/FITC-TCR2 RNA binding, fluorescence polarization; stronger effect = lower value;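 active means inhibition past about -25% in most replicates, and total fluorescence under double the plate's negative control median, limit read from the data; inconclusive means replicates evenly split on the limit, or fluorescence at least double controls; inactive means too little inhibition in most replicates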;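 further: 0% = DMSO and -100% = 5 µM competing unlabeled TCR2 RNA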
Target sequence (Q9XUB2 whole entry, looked up): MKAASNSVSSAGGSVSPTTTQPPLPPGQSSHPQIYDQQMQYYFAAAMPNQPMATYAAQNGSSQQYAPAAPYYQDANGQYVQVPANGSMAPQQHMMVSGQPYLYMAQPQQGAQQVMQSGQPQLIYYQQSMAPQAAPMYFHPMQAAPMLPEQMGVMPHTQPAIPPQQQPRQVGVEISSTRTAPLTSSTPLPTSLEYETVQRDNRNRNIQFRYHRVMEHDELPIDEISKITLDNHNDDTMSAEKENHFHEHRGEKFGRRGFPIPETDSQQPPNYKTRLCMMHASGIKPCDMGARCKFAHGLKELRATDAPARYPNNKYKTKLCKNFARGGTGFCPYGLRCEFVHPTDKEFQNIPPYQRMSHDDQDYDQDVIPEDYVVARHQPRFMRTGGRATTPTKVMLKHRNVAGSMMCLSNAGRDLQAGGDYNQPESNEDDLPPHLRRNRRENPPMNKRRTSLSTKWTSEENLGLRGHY
Efflux pump mplx = blocks antifungal efflux pumps in multiplex yeast assay. inhibition, % at 10 µM. S. cerevisiae Candida pump triplex, Nile Red efflux. hit rate 0.44% among 330,000;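 active means plate passing quality check with inhibition over a set limit, or well fluorescence over plate mean plus 4 SD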;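 further: Nile Red retained in pooled yeast measured as flow cytometry median fluorescence; 0% = buffer negative control and 100% = Enniatin B positive control; higher means more Nile Red kept so more efflux inhibition; some compounds called inactive have numbers as strong as hits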
GLD-1 RNA inh = GLD-1-TGE RNA interaction inhibition (C. elegans); Q17339; purified GLD-1 + fluorescein TGE RNA, fluorescence polarization; inhibition, % at 5.96 µM; hit rate 0.44% among 320,000; AID 2280;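 active means percent inhibition above a per-plate cutoff, the plate mean of test compounds plus 3 SD, cut at about 30% in these data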;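 further: 0% = DMSO wells with GLD-1 and probe and 100% = wells lacking GLD-1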
The depositor's hits bear a star; ? = inconclusive; nt = no result given; & = joins results of further samples.

SMILES	PME-1 primary	VLA-4 inh	GRK2 aptamer HTS	Bcl-xL primary	MCL1-BIM inh	Fam108B inh	MEX-5 binding	Efflux pump mplx	GLD-1 RNA inh
COc1ccccc1NS(=O)(=O)c1cccc(C(=O)N/N=C/c2c(CO)cnc(C)c2O)c1	-8	0	0	11	13	nt	nt	-0.2	12
O=C1Nc2ccccc2N(O)N1c1ccc(S(=O)(=O)N2CCCCCC2)cc1	-4	21	0	4	3	-2	-0.5	0.0	-1
Cc1cc(=O)oc2cc(Oc3ncccc3[N+](=O)[O-])ccc12	3	26	2	4	1	-3	-4.8	-0.1	1
O=C(CCNS(=O)(=O)c1ccc(Br)s1)Nc1ccc(Cl)cc1	-9	12	1	1	-6	-5	0.4	0.1	-3
CCOc1ccccc1C(=O)N1CCN(C(c2ccccc2)c2ccccc2)CC1	-3	-7	0	-1	-4	-4	-1.1	0.2	-6
Nc1nonc1-n1nnc(C(=O)N/N=C/c2c[nH]c3ccccc23)c1-c1ccccc1	34*	15	9	3	7	12	4.3	2.6	1
O=C(N/N=C/c1ccco1)c1cc(-c2cccc3ccccc23)n[nH]1	-10	-5	1	11	11	1	4.2	0.3	-8
CCOC(=O)C1C(=O)NC(N2CCOCC2)=NC1C(C)C (stereo not drawn)	4	-5	0	5	1	1	-2.1	-0.1	-7
Cc1ccc(NC(=O)c2c(Cl)nc3ccccn23)cc1	-4	8	0	6	14	-2	-1.4	0.0	2
O=C(NCCC1CCCCN1S(=O)(=O)c1cccs1)C(=O)Nc1ccc(F)cc1F (stereo not drawn)	-6	-11	7	-1	-2	-1	-0.2	0.0	-5
C=CCN1C(=O)/C(=C/c2ccc(OCC(=O)O)cc2)S/C1=N/c1nccs1	-1	5	3	4	-4	-2	-1.5	0.0	6
Cc1csc(=O)n1CC(=O)OCC(=O)Nc1cc(Cl)ccc1[N+](=O)[O-]	4	16	0	2	-2	1	-0.3	0.3	1
CCOc1ccccc1C(=O)Nc1nccs1	-2	16	0	-7	-16	-3	-1.0	0.0	-5
CC(=Nc1ccccc1C)C1=C(O)CSC1=O	1	28	3	2	1	-8	-2.1	0.0	-1
CCOc1cc(C(=O)O)cc(Cl)c1OC	2	1	1	-2	-2	1	0.4	-0.2	1
CC(C)CCNC(=O)c1cccc(C(=O)NCCC(C)C)c1	6	9	0	0	-2	1	-1.3	0.1	-6
COc1cc(-c2nnc(CSc3nnc(Nc4ccc(C(C)C)cc4)s3)o2)cc(OC)c1OC	4	38	8	0	-3	-8	2.2	-0.1	3
CN1CCN(Cc2cn[nH]c2-c2ccc(F)cc2F)[C@@H](c2ccccc2)C1	-1	0	0	6	0	2	1.1	0.0	9
CS/C(=C\C(=O)c1ccco1)Nc1ccccc1Cl	-3	-3	2	6	0	2	2.8	0.1	4
CCn1c(=O)cc(OCC(=O)N2CCN(c3ccc(F)cc3)CC2)c2ccccc21	0	-9	0	5	2	0	0.7	0.5	7
Cc1cc(C)c(S(=O)(=O)NCc2cccnc2)cc1C	-1	18	1	-8	-5	3	0.9	0.2	2
CC(C)C(C)NC(=O)CN1C(=O)NC2(CCc3ccccc3C2)C1=O (stereo not drawn)	1	-6	0	0	-5	-3	-1.9	0.3	-1
Cc1ccc(C(=O)N2CCCC(C(=O)c3ccc(Oc4ccccc4)cc3)C2)cn1 (stereo not drawn)	2	-3	2	5	3	1	0.5	0.0	7
C/C(=N\NC(=O)Cn1nc(C)c([N+](=O)[O-])c1C)c1ccc(Cl)s1	-6	14	1	-1	0	4	5.8	-0.1	4
COC(=O)c1ccc(OC(=O)C2CC(=O)N(c3ccc(C)cc3C)C2)cc1 (stereo not drawn)	0	3	0	-10	0	-1	0.8	0.0	8
CC(NC(=O)c1ccc2c(=O)n3c(nc2c1)CCC3)c1ccc(S(N)(=O)=O)cc1 (stereo not drawn)	0	-4	0	2	-1	-1	0.1	-0.1	-1
CC(=O)N1CCn2c3c(c(=O)c4cc(C)ccc42)CCC31 (stereo not drawn)	5	-4	0	32*	23	9	-11	0.0	12
O=S(=O)(NC1CCCCC1N1CCN(c2ccccc2F)CC1)c1ccccc1 (stereo not drawn)	6	10	1	7	1	1	-1.4	0.2	1
O=C(OCCN1CCCCC1)c1ccc(O)cc1	-5	-8	3	-3	2	-5	-2.6	-0.2	7
COc1ccc2c(Cl)c(C(=O)NN)sc2c1	-5	13	0	0	2	0	-0.8	-0.1	12
Cc1ccc(S(=O)(=O)Nc2ccc(N3CCCCC3)cc2)cc1	0	2	0	5	0	-1	0.6	0.0	-5
O=C(Oc1ccc(C(=S)N2CCC(O)CC2)cc1)c1ccc(Cl)cc1	0	-6	6	100*	4	1	0.7	0.1	7
CO[C@H]1O[C@H](CBr)[C@@H](OC(=O)c2ccccc2)[C@H](O)[C@H]1O	-1	1	2	2	8	0	?	-0.1	2
COc1cc(NC(=O)c2ccc3c(c2)OCCO3)ccc1NC(=O)c1ccccc1Cl	9	-6	2	7	8	0	0.7	0.8	7
Fc1ccc(SCCc2ccccn2)cc1	3&-3	1&-4	1&1	4&2	5&5	0&1	-1.8&-2.7	-0.1&-0.1	3&5
COc1ccc(/C=N/N(C(C)=O)c2nc(-c3ccc(C)cc3)cs2)cc1	0	27	3	5	1	0	-2.0	0.0	7

Three entries out of the list above, arranged by the value under PME-1 primary, lowest first.
SMILES	PME-1 primary	VLA-4 inh	GRK2 aptamer HTS	Bcl-xL primary	MCL1-BIM inh	MEX-5 binding	Efflux pump mplx	GLD-1 RNA inh
COc1ccc2c(Cl)c(C(=O)NN)sc2c1	-5	13	0	0	2	-0.8	-0.1	12
CC(NC(=O)c1ccc2c(=O)n3c(nc2c1)CCC3)c1ccc(S(N)(=O)=O)cc1 (stereo not drawn)	0	-4	0	2	-1	0.1	-0.1	-1
COc1cc(NC(=O)c2ccc3c(c2)OCCO3)ccc1NC(=O)c1ccccc1Cl	9	-6	2	7	8	0.7	0.8	7

A draw from above in order of number of heavy atoms, rising:
SMILES	PME-1 primary	VLA-4 inh	GRK2 aptamer HTS	Bcl-xL primary	MCL1-BIM inh	Fam108B inh	MEX-5 binding	Efflux pump mplx	GLD-1 RNA inh
COc1ccc2c(Cl)c(C(=O)NN)sc2c1	-5	13	0	0	2	0	-0.8	-0.1	12
O=C(OCCN1CCCCC1)c1ccc(O)cc1	-5	-8	3	-3	2	-5	-2.6	-0.2	7
Cc1cc(C)c(S(=O)(=O)NCc2cccnc2)cc1C	-1	18	1	-8	-5	3	0.9	0.2	2
CO[C@H]1O[C@H](CBr)[C@@H](OC(=O)c2ccccc2)[C@H](O)[C@H]1O	-1	1	2	2	8	0	?	-0.1	2
Cc1ccc(S(=O)(=O)Nc2ccc(N3CCCCC3)cc2)cc1	0	2	0	5	0	-1	0.6	0.0	-5
O=C(Oc1ccc(C(=S)N2CCC(O)CC2)cc1)c1ccc(Cl)cc1	0	-6	6	100*	4	1	0.7	0.1	7
COc1ccc(/C=N/N(C(C)=O)c2nc(-c3ccc(C)cc3)cs2)cc1	0	27	3	5	1	0	-2.0	0.0	7
COC(=O)c1ccc(OC(=O)C2CC(=O)N(c3ccc(C)cc3C)C2)cc1 (stereo not drawn)	0	3	0	-10	0	-1	0.8	0.0	8
O=S(=O)(NC1CCCCC1N1CCN(c2ccccc2F)CC1)c1ccccc1 (stereo not drawn)	6	10	1	7	1	1	-1.4	0.2	1
Cc1ccc(C(=O)N2CCCC(C(=O)c3ccc(Oc4ccccc4)cc3)C2)cn1 (stereo not drawn)	2	-3	2	5	3	1	0.5	0.0	7
COc1cc(NC(=O)c2ccc3c(c2)OCCO3)ccc1NC(=O)c1ccccc1Cl	9	-6	2	7	8	0	0.7	0.8	7

Later entries
SMILES	PME-1 primary	VLA-4 inh	GRK2 aptamer HTS	Bcl-xL primary	MCL1-BIM inh	Fam108B inh	MEX-5 binding	Efflux pump mplx	GLD-1 RNA inh
Cn1c(SCC(=O)c2ccc(O)c(O)c2)nnc1-c1cccs1	-1	0	6	17	20	-4	-3.4	-0.1	4
CCCCNC(=O)[C@H]1C[C@H]1[C@@H](O)[C@H](CO)NC(=O)[C@H](CC(C)C)NC(=O)OC(C)(C)C	-1	-3	2	2	5	5	-0.7	-0.2	0
CC(=O)Nc1nc2n(n1)C(c1ccccc1)C=C(c1ccccc1)N2 (stereo not drawn)	0	-34	0	57*	53*	5	-1.4	0.0	47*
CCOc1cc(-c2noc(CCC(=O)Nc3cccnc3)n2)ccc1OC	4	-2	0	-1	0	4	-1.0	-0.1	1
CCC(C)(C)NC(=O)/C=C/c1cc(OC)c(OC)c(S(=O)(=O)N2CCc3ccccc32)c1	1	17	0	-3	5	-2	0.3	0.5	-5
C[C@@]12C(=O)N(c3cccc(Cl)c3)C(=O)N1[C@H](c1ccc(Cl)cc1)[C@@H]1C(=O)N(C3CCCCC3)C(=O)[C@@H]12	-8	13	0	-1	8	-2	0.9	-0.1	1
COc1ccc(N2C(=O)CC(Sc3n[nH]c(-c4ccc(C)cc4)n3)C2=O)cc1 (stereo not drawn)	-3	4	3	12	13	-8	-1.1	0.1	5
Cc1ccc(NC(=O)CN(C)S(=O)(=O)c2ccc3[nH]c(=O)oc3c2)c(C)c1	9	-2	2	4	4	3	-1.4	-0.1	-2
COC(=O)c1ccccc1NC(=O)CSc1nnnn1C1CCCCC1	4	2	0	2	3	-5	1.0	0.4	-2
CCn1c(=O)c([N+](=O)[O-])c(Cl)c2ccccc21	4	40	2	22	5	3	1.9	0.1	-4
CCn1cc(-c2cc(C(F)(F)F)n3nc(C(=O)O)cc3n2)c(C)n1	-1	3	9	7	7	-3	-3.3	-0.1	2
Cc1nn(-c2ccccn2)c2c1C(c1ccccc1Cl)C1=C(N2)c2ccccc2C1=O (stereo not drawn)	7	11	5	8	6	8	1.1	-5.0	5
Cc1cc(NC(=O)CSc2nnc(N)s2)c([N+](=O)[O-])cc1C	-5	3	2	3	-3	0	0.2	-0.1	-5
O=C(Nc1cccc(F)c1)N1CCC(n2c(=O)[nH]c3ccccc32)CC1	1	7	0	4	5	3	1.1	0.0	4
CCN(c1ccccc1)S(=O)(=O)c1ccc(Cl)c(NC(=O)COC(=O)c2ccc[n+]([O-])c2)c1	14	-3	0	0	6	1	0.2	0.1	6
COc1cc(/C=N/NS(=O)(=O)c2ccccc2)c(OC)c(OC)c1	-5	-1	4	-29	-40	2	-0.9	-0.1	-51
CCN(CC)C(=O)CN(c1cccc(OC)c1)S(=O)(=O)c1ccc(C)cc1	-2	4	1	8	7	-3	0.2	-0.1	0
O=C(COc1ccc2c(c1)OCO2)Nc1ccccc1C(F)(F)F	2	1	0	-2	7	0	-1.8	0.4	-10
COC(=O)[C@@]12CCCCN1[C@H](c1ccc(-c3ccc(F)cc3)cc1)[C@H]1C(=O)N(C)C(=O)[C@H]12	nt	4	2	nt	nt	nt	nt	-0.1	3

Not all compounds are listed (hit frequency here may not be typical).
